PrPC TRFRET – inhibitors of human cell surface prion protein PrPC; P04156; TR-FRET read-out; inhibition, % at 13.8 µM; 0.43% of 370,000 active; AID 720596; in the data active means inhibition above about 24%; further: 0% = median of the test wells and 100% = reference compound wells
PriA SSB inh – inhibitors of Klebsiella pneumoniae PriA binding to SSB C-terminal tail. AlphaScreen SSBct-PriA binding, biotinylated peptide. inhibition, % at 33 µM. 0.6% of 430,000 active. AID 1272365; in the data active means inhibition mostly above about 37%, no sharp cut-off; inactive means mostly below about 20%;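 further: plate controls were negative control peptide for no effect and reference peptide for full effect; strong numbers were not always called active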
BH1578 lux ind – induces V. cholerae light production without autoinducers; V. cholerae BH1578 lux reporter, luminescence, 6 h; activation, % at 18.7 µM; 0.16% of 350,000 active; in the data active means activation mostly above about 9.7%, no sharp cut-off; further: not every result past the cut was called active; inactives centre near 0; reference of the scale not given here
DUSP3 inh – blocks human VHR1 dual specificity phosphatase; P51452; recombinant VHR phosphatase, pNPP absorbance; inhibition, % at 13.3 µM; 0.52% of 290,000 active; in the data active means inhibition above about 50%; further: some compounds called inactive have numbers as strong as hits
SARS 3CLpro inh – SARS-CoV 3CLpro protease inhibition; recombinant SARS-CoV 3CLpro, quenched FRET peptide cleavage; inhibition, % at 6 µM; 0.14% of 290,000 active; in the data active means inhibition above about 12%
Yp Topo-I inh – blocks Yersinia pestis topoisomerase I activity; Y. pestis Topo-I cleavage product accumulation, plate reader; activity, % at 10 µM; 0.064% of 360,000 active; AID 504884; in the data active means activity above about 50%, passing the limit was not always enough; further: inactives centre near 2
TcdB inh – TcdB glycohydrolase inhibition; 0.24% of 350,000 active; inhibition, % at 9.99 µM; P18177; TcdB glycohydrolase enzymatic assay, plate reader; in the data active means inhibition above about 10%
CCHF vOTU inh – CCHFV vOTU protease inhibition; Pep-AMC fluorescence; inhibition, % at 11.5 µM; 0.55% of 370,000 active; AID 651958; in the data active means inhibition above about 30%; further: 0% = vehicle wells with enzyme and 100% = no enzyme wells
Rv3671c inh – inhibitors of M. tuberculosis serine protease Rv3671c; inhibition, % at 5.96 µM; 0.048% of 320,000 active; P9WHR9; in the data active means inhibition above about 38%;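 further: extracellular domain of Rv3671c used as enzyme; 0% = enzyme with DMSO and 100% = no enzyme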
MazF activator – activators of E. coli MazEF toxin-antitoxin RNase; 0.32% of 350,000 active; AID 504720; P0AE70; FAM/BHQ RNA-DNA oligo cleavage fluorescence, 5 h; activation, % at 20 µM; in the data active means activation above about 50%
Active calls of the source: *; i = inactive; . = no result given; & = joins results of further samples.

The first 2 compounds, ahead of the listing:
SMILES | PrPC TRFRET | PriA SSB inh | BH1578 lux ind | DUSP3 inh | SARS 3CLpro inh | Yp Topo-I inh | TcdB inh | CCHF vOTU inh | Rv3671c inh | MazF activator
COc1ccc(CNC(=O)C2CCCN(S(=O)(=O)c3ccc(Br)s3)C2)cc1 (stereo unspecified) | -2 | -5 | -0.2 | -9 | -3 | 24 | 0.6 | -2 | -2 | -5
Cn1c(CN2CCCC2)nc2cc(NC(=O)COc3ccc([N+](=O)[O-])cc3)ccc21 | -10 | -2 | -0.2 | 32 | -1 | -7 | . | -2 | 7 | 3

All compounds of this part (from the top)
SMILES | PrPC TRFRET | PriA SSB inh | BH1578 lux ind | DUSP3 inh | SARS 3CLpro inh | Yp Topo-I inh | TcdB inh | CCHF vOTU inh | Rv3671c inh | MazF activator
COc1ccc(CNC(=O)C2CCCN(S(=O)(=O)c3ccc(Br)s3)C2)cc1 (stereo unspecified) | -2 | -5 | -0.2 | -9 | -3 | 24 | 0.6 | -2 | -2 | -5
Cn1c(CN2CCCC2)nc2cc(NC(=O)COc3ccc([N+](=O)[O-])cc3)ccc21 | -10 | -2 | -0.2 | 32 | -1 | -7 | . | -2 | 7 | 3
O=C1[C@@H](Oc2ccccc2)[C@@H](c2cccnc2)N1c1ccccc1 | 11 | -17 | -0.4 | . | . | 1 | 0.7 | 12 | . | 2
CC(C)Oc1ccc(S(=O)(=O)N2CCCCC2)cc1NC(=O)C1=NN(c2ccccc2)C(=O)CC1 | 6 | . | -3.7 | . | . | 20 | 1.0 | -8 | . | -3
O=[N+]([O-])c1cccc(NC(=S)Nc2nc(-c3ccc(Cl)cc3Cl)cs2)c1 | -1 | . | . | -2 | 6 | . | 2.0 | 15 | -7 | .
CN1N=C(C(=O)N2CCc3c([nH]c4ccccc34)C2c2c(F)cccc2Cl)CCC1=O (stereo unspecified) | -4 | 16 | -0.2 | 27 | 1 | 20 | 1.7 | 2 | 1 | 5
Cn1c(=O)oc2cc(S(=O)(=O)NC3CCCCC3)ccc21 | 1 | -16 | -0.2 | 30 | -1 | 9 | -0.3 | -11 | 4 | 5
Cc1cc2c(cc1C)N(C(=O)CN1C(=O)c3ccccc3C1=O)C(C)(C)c1ssc(=S)c1-2 | -5 | 57 | -5.3 | 29 | 0 | 9 | . | 8 | -11 | 0
N/C(=N\OC(=O)c1ccco1)c1cccc([N+](=O)[O-])c1 | -3 | . | -1.4 | 10 | 1 | 2 | 1.3 | 1 | 10 | -1
Cc1cccc(NC(=O)c2ccc(S(=O)(=O)N3CCCCC3)cc2)n1 | 5 | -22 | -0.2 | 6 | . | 5 | 1.2 | 3 | 0 | 2
CCC(Sc1ccccc1C(=O)O)C(=O)O (stereo unspecified) | -5 | 0 | -0.7 | 15 | -1 | 1 | . | -30 | 5 | 5
O=C(NCc1ccc(F)cc1)c1cnccn1 | 2 | -1 | -0.2 | -8 | 0 | -3 | 0.2 | -14 | 8 | -3
CCCC(CNC(C)=O)(C1=CCCCC1)c1ccccc1 (stereo unspecified) | -10 | . | -2.9 | . | . | 13 | 2.0 | 2 | . | 2
Nc1nc(SCc2ccc(Cl)c(Cl)c2)n[nH]1 | 3 | -11 | 0.4 | 12 | 8 | -5 | 1.8 | -3 | -10 | 0
COc1ccc(NC(=O)C2(C)CCN2C)cc1OC (stereo unspecified) | 5 | . | i | . | . | -1 | 0.0 | 4 | . | .
CCOC(=O)[C@H]1[C@H]2COc3ccccc3[C@@H]2N2C(=O)CN(Cc3ccc(C)cc3)C(=O)[C@@]12C | 7 | -5 | 3.7 | . | . | 7 | 1.4 | 3 | -8 | 542*
CCCCC(NC(=O)Cc1c(C)c2cc3c(-c4ccccc4)coc3c(C)c2oc1=O)C(=O)O (stereo unspecified) | 3 | -4 | i | -12 | 2 | 21 | 1.0 | 25 | -15 | -8
Cc1nc2cc(N3CCOCC3)c(NC(=O)C3CC3)cc2c(=O)n1Cc1ccccc1 | 0 | -1 | -0.6 | 10 | -8 | 5 | . | 6 | 3 | -4
CC(=O)c1ccc(-c2[nH]c3ccccc3c2CCN2C(=O)c3ccccc3C2=O)cc1 | -3 | 4 | i | . | . | 4 | -0.5 | 11 | . | 6
Cc1cc(NC(=O)Cn2nc(-c3ccccc3F)ccc2=O)ccc1-n1cnnn1 | -5 | 3 | -2.9 | 14 | 8 | 8 | . | -9 | 5 | -7

Arranged by number of heavy atoms (high to low): some entries from above.
SMILES | PrPC TRFRET | PriA SSB inh | BH1578 lux ind | DUSP3 inh | SARS 3CLpro inh | Yp Topo-I inh | TcdB inh | CCHF vOTU inh | Rv3671c inh | MazF activator
CC(C)Oc1ccc(S(=O)(=O)N2CCCCC2)cc1NC(=O)C1=NN(c2ccccc2)C(=O)CC1 | 6 | . | -3.7 | . | . | 20 | 1.0 | -8 | . | -3
Cc1nc2cc(N3CCOCC3)c(NC(=O)C3CC3)cc2c(=O)n1Cc1ccccc1 | 0 | -1 | -0.6 | 10 | -8 | 5 | . | 6 | 3 | -4
Nc1nc(SCc2ccc(Cl)c(Cl)c2)n[nH]1 | 3 | -11 | 0.4 | 12 | 8 | -5 | 1.8 | -3 | -10 | 0

The listing continues:
SMILES | PrPC TRFRET | PriA SSB inh | BH1578 lux ind | DUSP3 inh | SARS 3CLpro inh | Yp Topo-I inh | TcdB inh | CCHF vOTU inh | Rv3671c inh | MazF activator
CCOc1ccccc1NC(=O)Cn1nnc(C(=O)Nc2ccc(C)cc2)c1N | -3 | -11 | i | 3 | 4 | -7 | . | 10 | -5 | -6
COc1ccc(C(C(=O)NC2CCCCC2)N(C(=O)c2ccco2)c2ccc(-n3cnnn3)c(C)c2)cc1 (stereo unspecified) | -5 | 6 | i | . | 2 | 8 | . | -9 | -2 | 4
Cc1ccc(S(=O)(=O)NCc2cccnc2)cc1 | 1 | 1 | -0.5 | -16 | -1 | -5 | 1.4 | -5 | 2 | 10
CC(C)c1[nH]c(=O)c(C#N)c2c1CSC(C)(C)C2 | -1 | -3 | -1.3 | 4 | -3 | 7 | . | -5 | -5 | 8
CCN(CC)c1ccc(/C=C2\CCC(/C=C(/C#N)C(=O)Nc3ccccc3F)=C2N2CCOCC2)cc1 | 0 | 9 | i | . | . | 1 | 1.4 | -7 | . | 20
COc1ccc(/C=C/c2c(-c3ccc(OC)cc3)oc(=O)c3cc(OC)c(OC)cc23)cc1 | 2 | -9 | i | . | . | 15 | 0.9 | 12 | -8 | -20
COC(=O)[C@]1(Cc2ccccc2)N[C@H](CN(C)C(C)=O)[C@@H]2C(=O)N(Cc3ccccc3)C(=O)[C@@H]21 | 4 | -11 | -0.5 | . | . | -1 | 0.6 | -1 | -1 | -3
O=C(OCc1nc2ccc(Cl)cc2n1CCO)c1ccc2c(c1)OCO2 | 4 | -13 | -0.3 | 48 | -1 | -1 | . | 20 | 0 | -11
COc1ccc2c(c1OC)C(=O)N1C2SC(C)(C)[C@H]1C(=O)NCC(C)C (stereo partly specified) | 0 | -3 | 0.6 | 7 | 0 | 8 | 0.0 | 2 | -14 | -6
CC1(C)Cc2c(cnn2-c2ccccc2)C(NC(=O)CCN2CCCC2=O)C1 (stereo unspecified) | 3 | -25 | 2.0 | -9 | 6 | 4 | 1.5 | -3 | 2 | 6
CCCN1CCN(CCCNC(=O)Cn2nc(C)n3c(cc4cc(F)ccc43)c2=O)CC1 | -16 | -1 | -6.2 | -12 | -2 | -6 | 0.5 | 14 | 3 | 5
C/C(CCCO)=N/Nc1ccc([N+](=O)[O-])cc1[N+](=O)[O-] | -28 | . | 1.3 | 9 | 6 | 6 | -0.1 | 8 | -3 | 6
O=C(COC(=O)C1CCN(c2ccc(C(F)(F)F)cn2)CC1)NCCc1ccccc1 | -4 | -15 | i | . | . | 5 | 1.1 | 5 | 3 | -1
COC(=O)COc1cccc(NC(=O)c2ccc(Cl)cc2)c1 | -2 | -5 | -0.3 | 31 | -1 | -8 | -0.7 | -11 | 1 | 15
Cc1ccc(OCC(=O)NS(=O)(=O)c2ccccc2)cc1 | 6 | -11 | -0.4 | 6 | 4 | 4 | 1.4 | -9 | -7 | -2
COc1ccccc1CN(C)CC(=O)Nc1ccc(Cl)cc1F | 6 | -43 | -0.1 | 13 | -1 | -5 | 2.1 | 19 | -5 | -5
O=C(COc1ccc(/C=N/NC(=O)c2ccncc2)cc1)Nc1cccc([N+](=O)[O-])c1 | -4 | . | i | 7 | 1 | -2 | -0.5 | 12 | -17 | -31
O=C1C2CCCCC2C(=O)N1Cc1ccccc1 (stereo unspecified) | 0 | -12 | -0.3 | -12 | 2 | 6 | 1.4 | -9 | 11 | 7
O=C(Nc1nnc(-c2ccccc2F)s1)C1CCN(S(=O)(=O)c2ccc(Cl)cc2)CC1 | 0 | -5 | -0.3 | 8 | 10 | -2 | 1.5 | -9 | 0 | -13
O/N=C/c1cc(Br)cc(Br)c1OCc1ccccc1 | 2 | . | -0.5 | -13 | -2 | 24 | . | 15 | -31 | -2
CCC(C)NCCOCCOc1ccc(C)cc1OC (stereo unspecified) | 2 | -2 | -1.6 | -8 | -6 | 1 | 0.5 | -2 | 6 | 0
COc1ccc(OC)c(Nc2cc(C(=O)NCCCN3CCOCC3)c3ccccc3n2)c1 | -2 | 13 | 4.8 | 14 | -7 | 1 | . | 10 | 12 | 6
CCc1ccc(N=c2c([N+](=O)[O-])nn(-c3ccccc3)n2O)cc1 | . | 70* | i | -21 | 1 | 2 | . | . | 0 | 4
COc1cc(NC(=O)C2CCCN2C(=O)OCc2ccccc2)cc(OC)c1 (stereo unspecified) | 3 | -12 | 0.9 | 10 | -6 | 9 | . | 6 | -5 | 2
CC(=O)Nc1ccc(-c2csc(NC(=O)CN3C(=O)NC4(CCCC4)C3=O)n2)cc1 | 0 | 1 | i | . | . | -7 | 0.5 | -6 | 1 | 7
COc1ccc(NC(=O)COC(=O)CN2C(=O)C3CCCCC3C2=O)cc1 (stereo unspecified) | -9 | . | -0.9 | . | . | -2 | -1.1 | 9 | . | 5
Cc1ccc(C)c(-n2c(-c3ccncc3)n[nH]c2=S)c1 | -1 | -3 | -0.3 | 0 | -6 | 2 | 1.9 | -1 | 11 | 9
CC(=O)c1nnn(-c2cccc(C#N)c2)c1C | -3 | -17 | 0.8 | 4 | 4 | -5 | 1.3 | -14 | 1 | -7
O=C(COc1ccccc1)Nc1nnc(-c2ccccc2Cl)o1 | 0 | 1&-12 | -0.3 | -16 | 3 | -1 | -1.4 | -2 | 3 | 3
O=C(NCCc1ccc(F)cc1)N1CCOCC1 | 0 | -14 | 0.1 | -5 | 4 | 5 | . | 0 | 5 | -1
CC(N)c1csc(Nc2ccc(S(C)(=O)=O)cc2)n1 (stereo unspecified) | 2 | . | i | . | . | -3 | 0.5 | 6 | . | .
CC(C)(CNS(=O)(=O)c1ccc(Cl)cc1)N1CCCCC1 | 4 | -18 | 1.9 | 2 | 2 | 14 | -1.0 | 1 | -3 | -2
CCOCCCN(C(=O)c1snc(C(N)=O)c1N)C(C(=O)NC1CCCC1)c1ccc(O)c(OC)c1 (stereo unspecified) | 4 | -2 | -2.2 | 12 | 9 | 2 | 0.7 | 0 | 6 | -19
BrCC(Br)C1CCC(Br)C(Br)C1 (stereo unspecified) | -7 | -6 | -0.3 | . | . | 8 | -0.1 | 5 | -5 | 2
CNC(=O)c1ccc2nc(NC(C)=O)sc2c1 | -3 | -4 | -0.4 | 13 | 2 | 9 | 1.0 | -1 | -6 | 3
O=C(NCC(c1ccco1)N1CCCC1)c1ccc(-n2cccn2)cc1 (stereo unspecified) | -11 | -4 | -1.6 | . | . | 2 | 1.1 | -1 | 4 | 6
CCO[C@H]1OC(C(=O)O)=C[C@@H](c2cn(C(C)=O)c3ccccc23)[C@@H]1CCCO | -3 | 4 | i | . | . | -3 | . | -3 | 0 | 2
CCNC(=O)CC1SC(=Nc2cccc3ccccc23)N(C)C1=O (stereo unspecified) | -5 | -8 | -0.3 | -2 | -3 | -8 | 0.2 | -16 | -10 | 1
COCCNC(=O)CN(C(=O)Cn1nnc2ccccc21)c1cc(C)cc(C)c1 | 2 | -13 | 0.2 | -7 | 5 | 3 | 0.7 | 12 | 6 | 9
Cc1cc(Cl)ccc1NC(=S)NCCC(c1ccccc1)c1ccccc1 | 12 | 2 | i | -6 | 2 | 22 | . | 1 | -137 | 13
CCCCP(=O)(c1ccccn1)c1ccccn1 | -4 | -6 | -2.0 | -9 | 1 | 6 | . | -10 | . | -2
O=C(COC(=O)c1cc(=O)c2ccccc2o1)Nc1ccccc1F | -2 | 3 | i | . | . | 9 | 2.5 | 1 | -9 | 7

A portion of the library (hit frequency here may not be typical).
